p47phox inh: inhibitors of human p47phox binding; p47phox/p22phox peptide binding, fluorescence polarization, 2 h; inhibition, % at 24.7 µM; 0.53% of 220,000 active;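 active = inhibition above about 30%, limit read from the data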;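 note: 0% = p47phox with labelled peptide and 100% = labelled peptide alone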
Target sequence (P14598 whole entry, looked up): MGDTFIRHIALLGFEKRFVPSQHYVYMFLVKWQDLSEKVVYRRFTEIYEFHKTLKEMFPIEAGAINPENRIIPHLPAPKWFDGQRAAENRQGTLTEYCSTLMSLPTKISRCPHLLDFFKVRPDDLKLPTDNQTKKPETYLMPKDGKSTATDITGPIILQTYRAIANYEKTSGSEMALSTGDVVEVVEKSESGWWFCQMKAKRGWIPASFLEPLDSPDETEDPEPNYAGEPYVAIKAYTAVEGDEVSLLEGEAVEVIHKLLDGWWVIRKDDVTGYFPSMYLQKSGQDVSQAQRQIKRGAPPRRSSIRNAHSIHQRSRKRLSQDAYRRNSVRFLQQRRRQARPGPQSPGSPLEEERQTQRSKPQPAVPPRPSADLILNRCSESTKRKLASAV
PPC-1+TRAIL kill: compounds killing PPC-1 cancer cells with TRAIL present (potentiator screen, no TRAIL-free arm). AID 1443. PPC-1 cells + TRAIL, ATPLite viability luminescence. 0.41% of 220,000 active. cell killing (% activity), % at 4 µM;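 active = cell killing above 50% in the first pass at 4 µM, then a duplicate retest at 5 µM averaging 50% or more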;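 note: plate controls were cells with TRAIL plus DMSO for no effect and medium-only wells lacking cells for full effect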
CHOP inh: CHOP inhibition in unfolded protein response. CHO-K1 CHOP-promoter luciferase, tunicamycin-induced, 15-18 h. inhibition, % at 10 µM. 3.8% of 220,000 active;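 active = compounds that reduced the stress-induced luciferase reporter signal by more than about 70% of percent inhibition, limit read from the data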;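 note: 0% = tunicamycin plus vehicle and 100% = wells without tunicamycin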
zfTRPN1 agonist: activates the zebrafish TRPN1 channel; HEK293 zebrafish TRPN1-YFP, Fluo-8 calcium fluorescence; 100% = response to 87 µM carbachol; activation, % at 3 µM; 0.18% of 220,000 active;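 active = activation above its plate's cutoff, the mean activation of test wells on that plate plus 3 SD, cut at about 19% in these data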;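 note: 0% = DMSO alone and 100% = 87 µM carbachol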
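Material: zebrafish TRPN1-YFP in HEK293 cells; Doses: single test compound dose, 3 µM nominal, 0.3% DMSO; Timing: dye loading 1 h at 37 °C, then 30 min room temperature; Technique: intracellular calcium fluorescence with Fluo-8; Benchmarks: high carbachol 87 µM, low DMSO alone.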
Mdm2 ligase inh: Mdm2 E3 ligase (human) inhibition; Q00987; cell-based MDM2 ubiquitination luciferase reporter, 2 h; 0 = plate control, 100 = twice control, blank-subtracted; signal enhancement, % at 5 µM; 0.11% of 210,000 active; AID 1230;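 active = signal enhancement of 30% or more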;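 note: luminescence tracks abundance of the self-degrading MDM2-luciferase fusion protein; higher signal means inhibition of MDM2 E3 ligase activity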
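test system = mammalian cells stably expressing self-ubiquitinating, self-degrading MDM2 E3–luciferase fusion | quantity = 2000 cells/well | incubation = cell settling 4 h, compound treatment 2 h, both 37 °C | signal = luminescence with SteadyLite reagent, 15 min at room temperature | evaluation = % enhancement relative to plate controls after blank subtraction | benchmarks = plate controls and plate blanks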
TNF death inh: inhibitors of TNF-alpha induced necroptosis in Jurkat FADD-/- cells | activation (protection from cell death), % at 10 µM | 0.068% of 220,000 active | Jurkat FADD-/- TNF necroptosis rescue, ATP luminescence, 24 h; 0 = TNF only, 100 = no-TNF cells;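 active = activation, meaning protection from cell death, of at least 50% relative to plate controls; inactive = activation below 50%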;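 note: necroptosis triggered by 40 ng/mL TNF-alpha added together with compound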
EBV gp42 block: EBV gp42 inhibition. inhibition, % (tested at 21.74 µM). 0.42% of 220,000 active. AID 1085. Fluorescence polarization binding assay, mP read-out. Q1HVG2; in the data active = inhibition above about 50%
TRPML3 agonist: human mucolipin-3 channel agonism; Q8TDD5; HEK293 TRPML3-YFP, Fluo-8 calcium fluorescence; 100% = the carbachol control signal; activation, % at 3 µM; 0.29% of 220,000 active;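 active = activation above its plate's cutoff, the mean activation of the plate's test wells plus 3 SD, cut at about 12% in these data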;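 note: 0% = DMSO only wells and 100% = carbachol wells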
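Test system – HEK293 line with stable expression of human TRPML3-YFP channel · Control set – carbachol 87 µM final as high control (100%), DMSO as low control (0%) · Signal – Fluo-8 calcium dye fluorescence, ex 470-495, em 515-575 nm · Incubation – 1-h 37 °C dye load, 5-s basal, 120-s post-compound reads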
Runt-SMMHC FRET: inhibitors of human RUNX1 Runt domain binding to CBFb-SMMHC. Q01196+Q13951. Cerulean-Runt/Venus-CBFb-SMMHC FRET ratio 530/480, 1 h. inhibition, % at 20 µM. 0.74% of 220,000 active;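 active = mean inhibition across duplicate retests at 20 µM reaching about 50%, limit read from the data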;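 note: 0% = DMSO wells and 100% = wells with excess untagged CBFb-SMMHC; inhibitors lower the FRET ratio by blocking Runt binding to CBFb-SMMHC; some results filed as inactive read as strong as hits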
Target sequence (Q01196 whole entry, looked up, the tested form may be a part): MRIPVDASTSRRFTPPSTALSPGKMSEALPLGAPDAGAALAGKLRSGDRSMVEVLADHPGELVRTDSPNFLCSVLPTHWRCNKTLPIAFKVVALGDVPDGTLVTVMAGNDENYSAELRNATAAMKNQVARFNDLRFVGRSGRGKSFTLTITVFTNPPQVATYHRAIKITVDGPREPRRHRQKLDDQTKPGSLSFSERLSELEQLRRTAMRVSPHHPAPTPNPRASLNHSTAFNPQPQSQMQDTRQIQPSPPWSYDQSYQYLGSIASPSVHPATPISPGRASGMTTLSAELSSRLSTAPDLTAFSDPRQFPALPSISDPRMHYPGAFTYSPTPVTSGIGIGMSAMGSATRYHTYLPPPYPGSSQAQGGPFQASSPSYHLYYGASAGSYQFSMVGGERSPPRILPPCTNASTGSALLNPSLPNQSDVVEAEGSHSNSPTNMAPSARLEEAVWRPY
Target sequence (Q13951 whole entry, looked up, the tested form may be a part): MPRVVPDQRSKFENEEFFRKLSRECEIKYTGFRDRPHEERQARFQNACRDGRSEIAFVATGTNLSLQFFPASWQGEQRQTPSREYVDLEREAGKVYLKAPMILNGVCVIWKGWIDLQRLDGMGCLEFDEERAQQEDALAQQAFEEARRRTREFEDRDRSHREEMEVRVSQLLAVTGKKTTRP
Numbers without * were called inactive; nt = not tested or not shown.

SMILES	p47phox inh	PPC-1+TRAIL kill	CHOP inh	zfTRPN1 agonist	Mdm2 ligase inh	TNF death inh	EBV gp42 block	TRPML3 agonist	Runt-SMMHC FRET
CC(C)C1Oc2ccccc2N(CC(=O)N(Cc2ccccn2)C2CC2)C1=O (centres undefined)	6	10	5	0.5	-2	-0.7	4	-0.5	-1
COc1ccc2[nH]c(=O)c(CN(C(=O)c3ccncc3)C(C)(C)C)cc2c1	-2	32	7	1.4	-10	-0.2	-4	-0.1	0
CCCC(c1nnnn1C1CCCC1)N1CCN(C(=O)c2ccco2)CC1 (centres undefined)	-19	11	12	0.2	6	-1.6	-8	0.8	0
O=C(Cn1cnc([N+](=O)[O-])n1)N/N=C/c1ccccc1O	8	-11	43	-0.6	-3	-12	-11	-0.4	2
O=C(Nc1ccc2nc(-c3ccc(Br)o3)[nH]c2c1)c1ccco1	-31	26	-4	2.0	-17	-5.3	-20	-0.4	5
CCOC(=O)C1=C(C)N(CCCC(=O)NCc2ccc3c(c2)OCO3)C(=O)NC1c1ccc(Br)cc1 (centres undefined)	-1	-2	42	1.3	nt	1.6	-9	-0.2	-2
COc1ccc(/C=C2\SC(=S)N(Cc3cccnc3)C2=O)cc1C	-25	-4	88*	0.7	nt	-0.7	-7	0.5	-12
CN1CCCC(OC(=O)COc2ccc(Br)cc2)C1 (centres undefined)	-2	-11	3	-1.9	nt	-0.8	-19	1.1	2
COC(=O)CCC(=O)CN	4	8	4	1.7	nt	0.9	-4	0.9	-2
Cc1cccc(-c2nc(CS(=O)CC(=O)NC3CCCC3)c(C)o2)c1 (centres undefined)	-22	14	19	0.7	0	-0.3	1	-0.4	2
CCC(=O)Nc1nc2c(c(=O)[nH]1)CCCC2	-11	13	32	1.3	-1	-0.5	-12	1.1	1
Cc1ccc2cccc(NC(=S)NC(=O)c3ccccc3)c2n1	-10	9	30	3.0	-23	-2.5	-8	0.5	-1
CC(=O)Nc1ccc(S(=O)(=O)N2CCC(c3nc4ccc(C)cc4[nH]3)CC2)cc1	-11	-5	18	-0.5	-7	0.8	-18	0.1	0
O=C(COC(=O)C1CC(O)CN1S(=O)(=O)c1ccc(Cl)cc1)c1ccccc1Cl (centres undefined)	-11	21	-20	-3.1	-3	0.3	-23	-0.5	1
Cc1nnc(N2C(=O)c3cccc4cccc(c34)C2=O)s1	-12	8	5	-0.5	-11	0.6	11	0.6	0
O=C(Nc1ccc(O)c(-c2nc3ccccc3s2)c1)C1=COCCO1	-17	24	36	1.4	-14	1.5	-7	0.8	11
CC(Oc1ccc(Br)cc1)C(=O)NCc1ccccn1 (centres undefined)	-6	-2	21	0.1	-6	1.5	-4	-0.2	2
Cc1ccc2c(c1)c1c(n2CC(O)Cn2nc(C)c(Br)c2C)CCCC1 (centres undefined)	-1	2	52	-1.1	-13	2.6	-12	0.2	1
COc1ccc(N/C=C/C(=C(C#N)C#N)N(C)C)cc1	-4	-17	-7	-0.8	-5	0.5	-19	0.1	-2
O=C(c1ccc(Cl)cc1)c1oc2ccccc2c1CS(=O)c1ccc(Cl)cc1 (centres undefined)	4	25	52	-0.1	6	-4.9	-13	-0.4	30
Cc1nc2c(ccc3nc(NC(=O)Cc4cccc5ccccc45)sc32)s1	-23	-24	53	0.4	nt	9.1	-17	0.5	1
CCCCOc1ccc(C(=O)N/C(=C/C=C/c2ccccc2)C(=O)NCCCO)cc1	-10	18	-20	0.9	-7	1.6	-5	0.5	-8
COc1ccccc1C(=O)N1CCN(c2cccc(Cl)c2)CC1	-19	nt	nt	0.2	1	-8.0	-2	0.1	-4
Cc1ccc(NC(=O)Cn2cnc3cc([N+](=O)[O-])ccc3c2=O)cc1	-14	12	15	1.0	-1	0.4	-5	0.9	-1
CCS(=O)(=O)N1CCC(C(=O)NCCCOC)CC1	-8	18	0	1.2	-1	-0.1	-11	0.6	3
CCOc1ccc(NC2c3ccccc3C(=O)N2Cc2ccco2)cc1 (centres undefined)	-6	14	73*	-1.6	-8	17	-9	-1.1	-3
O=C(NCc1ccccc1)c1cccc(S(=O)(=O)NCc2ccccc2)c1	5	0	13	-0.6	-10	2.0	-2	0.1	-2
Cc1cnc(C(=O)Nc2nnc(C3CC3)s2)cn1	-10	13	1	1.3	-14	-1.5	-14	-0.2	5
COc1ccc(Cl)cc1NC(=O)COC(=O)CCCN1C(=O)c2ccccc2C1=O	-8	-10	-3	-0.8	-10	-2.3	-21	-0.3	-4
C=CCOC(=O)C(=O)/C=C/c1coc2ccccc2c1=O	-11	-6	23	1.0	nt	0.4	-29	1.2	7

Some values from the entries so far.
Reading of O=C(Nc1ccc(O)c(-c2nc3ccccc3s2)c1)C1=COCCO1 under Runt-SMMHC FRET: 11
Reading of COc1ccc(N/C=C/C(=C(C#N)C#N)N(C)C)cc1 under TNF death inh: 0.5

(cont.)
SMILES	p47phox inh	PPC-1+TRAIL kill	CHOP inh	zfTRPN1 agonist	Mdm2 ligase inh	TNF death inh	EBV gp42 block	TRPML3 agonist	Runt-SMMHC FRET
CC(CN1CCOCC1)OC(=O)c1cccc(Br)c1 (centres undefined)	2	0	17	0.2	-8	-0.9	-24	0.8	1
O=C(/C=C/c1ccc(Br)o1)NCCCN1CCOCC1	0	1	-3	1.3	-22	0.4	9	1.6	-3
COc1ccc(O)c(/C=N/NC(=O)c2cc(=O)[nH]c3ccccc23)c1	-7	12	55	3.2	-8	-3.2	-8	0.1	1
COc1ccccc1N1CCN(CC(O)COc2ccc3c(c2)OCO3)CC1 (centres undefined)	0	19	9	0.4	-7	1.6	-10	0.5	-7
O=C(Nc1cc(Cl)ccc1O)C1CCCO1 (centres undefined)	-8	-2	-4	1.6	-4	4.3	-12	0.3	1
COc1ccc(-c2nn(-c3ccccc3)cc2/C=C/C(=O)OCC(=O)Nc2ccc(C#N)cc2)cc1	-23	-15	66	-1.1	5	6.3	-3	0.2	-2
COC(=O)C1CCN(C(=O)CN2C(=O)NC(CCc3ccccc3)C2=O)CC1 (centres undefined)	-6	-3	1	0.2	-10	-0.2	-6	-0.5	6
COc1cccc(OC)c1-c1nn2c(-c3ccco3)nnc2s1	5	3	22	-0.8	-10	0.1	-1	0.0	0
Cc1oc(-c2ccccc2)nc1C(=O)Nc1nccs1	-21	-1	22	-0.7	-17	-1.8	-13	0.6	0
COc1ccc(NC(=S)NC2CCN(Cc3ccccc3)CC2)cc1OC	-2	9	7	0.0	-12	-1.5	-3	0.7	2
Cc1nn(-c2ccccc2)c2nc(=O)n(-c3ccccc3)cc12	-5	11	5	0.9	-15	-3.0	-2	0.4	-4
CCn1ccc2cc(OC)ccc2c1=S	-6	15	-1	0.6	-9	-3.8	-2	-0.1	-8
O=C(CSc1nnc(CNC(=O)c2cccs2)o1)NCCc1ccccc1	-10	28	13	1.5	-2	-1.3	-14	-0.7	0
COCCCN1Cc2cccc(C(=O)O)c2C1=O	-2	3	22	nt	1	1.7	1	nt	-8
O=S1(=O)CC/C(=N\Nc2ccc(F)cc2)c2ccsc21	-3	17	20	0.7	-2	1.7	0	0.6	-3
COC(=O)c1cn(C(=O)c2cc(C)cc(C)c2)c2ccccc12	-6	41	3	3.5	-10	-0.5	-8	0.7	2
COc1ccccc1NC(=O)CC1C(=O)NCCN1C(=O)Nc1ccccc1 (centres undefined)	-62	-13	-3	-0.4	-16	-0.9	-7	1.2	2
CN1CCN(NC(=O)c2ccc(Cl)cc2Cl)CC1	-5	27	17	0.0	15	0.2	-18	0.8	-3
Cn1nc(C(=O)OCCN2C(=O)c3ccccc3C2=O)c2ccccc2c1=O	-16	16	5	0.2	-2	-6.0	-21	-0.1	-2
CC(C)(C)C1CCC(OC(=O)CN2CCCCC2)CC1 (centres undefined)	-9	-3	-18	1.2	-11	1.0	-11	1.7	0
O=C(Cc1cccs1)Nc1nnc(-c2ccccc2)s1	-5	-14	-14	1.3	0	12	-12	0.5	-5
CCOc1cc(NC(=O)c2ccco2)c(OCC)cc1NC(=O)CCC(=O)NCc1cccnc1	-5	2	14	-1.9	5	0.2	-4	-0.4	-5
COc1ccc(C2=NCC(CSc3nccc(=O)[nH]3)S2)cc1 (centres undefined)	-16	6	12	0.5	-15	-0.1	-17	-0.2	-2
COC(=O)C1=C(C)NC2=C(C(=O)c3ccccc32)C1c1cccc(OC)c1 (centres undefined)	-14	1	-1	-1.0	3	2.5	-9	-0.8	1
COc1cc(/C=C/C(=O)N2c3ccccc3Sc3ccc(C(F)(F)F)cc32)cc(OC)c1OC	-9	37	20	1.1	-1	1.7	-10	0.0	-1
Cn1sc(NC(=O)c2ccccc2Cl)nc1=O	-30	-6	0	1.4	-13	-3.6	-17	-0.1	-2
Cc1ccc(C(=O)c2cc3ccccc3o2)cc1	-24	19	27	-2.9	-18	-0.9	-5	-1.0	-2
OC(CNCc1cccc(Br)c1)c1ccccc1 (centres undefined)	-5	23	32	-0.1	-8	2.5	-11	0.4	-2
Cc1cccn2c(CN3CCCC(c4ccccc4)C3)c(C(=O)N3CCOCC3)nc12 (centres undefined)	-2	4	7	0.1	-5	-1.4	4	1.3	1
O=[N+]([O-])c1cc(-c2nnc(Nc3ccccc3)c3ccccc23)ccc1N1CCOCC1	-5	-11	43	1.4	-5	1.3	-10	0.8	0
O=S(=O)(NCCOC12CC3CC(CC(C3)C1)C2)c1cccc2nsnc12	-7	41	50	-0.5	8	-1.7	-7	1.2	-2
COc1ccc(CCC(=O)O)c(O)c1	-7	4	3	nt	-28	0.4	-13	nt	1
O=C(O)CS(=O)(=O)CC(=O)NCc1cccc(C(F)(F)F)c1	-8	11	-11	0.1	-28	0.5	3	0.4	-1
Cc1cc(C(F)(F)F)n(-c2nc(C(=O)NN)cs2)n1	4	-13	15	-1.2	-9	-3.2	10	1.4	1
Cc1ccc(N(C(=O)c2ccc(S(=O)(=O)N3CCOCC3)cc2)C2C=CS(=O)(=O)C2)cc1 (centres undefined)	-15	-10	3	1.9	11	1.3	-6	-0.1	-2
CCN(CC)C(=O)CSc1nc2sc3c(c2c(=O)n1-c1ccc(C)cc1)CC(C)(C)SC3	-17	-6	-21	0.2	-15	1.3	-42	0.3	-4

Only Runt-SMMHC FRET, TRPML3 agonist and TNF death inh, for some of the entries so far:
canonical_smiles	Runt-SMMHC FRET	TRPML3 agonist	TNF death inh
Cc1cc(C(F)(F)F)n(-c2nc(C(=O)NN)cs2)n1	1	1.4	-3.2
Cc1ccc(N(C(=O)c2ccc(S(=O)(=O)N3CCOCC3)cc2)C2C=CS(=O)(=O)C2)cc1 (centres undefined)	-2	-0.1	1.3
CCN(CC)C(=O)CSc1nc2sc3c(c2c(=O)n1-c1ccc(C)cc1)CC(C)(C)SC3	-4	0.3	1.3

Some of these compounds in order of the CHOP inh value, lowest first:
mol,CHOP inh
CCN(CC)C(=O)CSc1nc2sc3c(c2c(=O)n1-c1ccc(C)cc1)CC(C)(C)SC3,-21
COc1ccc(CCC(=O)O)c(O)c1,3
O=S(=O)(NCCOC12CC3CC(CC(C3)C1)C2)c1cccc2nsnc12,50
